HGIII-sPLA2 inh – Blocks human group III sPLA2 activity; Q9NZ20; QFRET BODIPY PC-A2 liposome hydrolysis, fluorescence; inhibition, % at 12.2 µM; 0.56% of 370,000 active;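 active = inhibition above mean plus 3 SD of compounds lying within the high and low control bounds, cut at about 19% in these data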;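 note: 0% = median of test compound wells and 100% = no enzyme DMSO wells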
hgDAF12 agonist – agonists of H. glycines DAF-12 nuclear receptor; activation, % at 6.8 µM; 1.8% of 370,000 active; AID 687014; HEK293 GAL4-hgDAF12 UAS-luciferase reporter, agonist luminescence; normalized to butyrate control;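 active = activation above a cutoff set at the mean of all screened compounds plus 3 SD, cut at about 10% in these data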;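 note: 0% = DMSO wells and 100% = sodium butyrate wells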
SMARCA2 act – SMARCA2 function activation, primary screen. MG213 cells, MMTV-luciferase reporter, dexamethasone, overnight. activation, % at 9.1 µM. 1% of 370,000 active. AID 652017; in the data active = activation above about 7.8%;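 note: 0% = vehicle wells and 100% = reference activator wells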
hcDAF12 agonist – H. contortus DAF-12 activation, primary screen | 1.4% of 370,000 active | activation, % at 6.8 µM | HEK293 hcDAF-12 lit1-tk-luc reporter, luminescence; 0% DMSO, 100% Δ7-dafachronic acid;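 active = activation above the mean of all tested compounds plus 3 SD, cut at about 5.5% in these data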;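 note: 100% = response to 3 µM Δ7-dafachronic acid high control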
NPR1 activator – GC-A (human) enzyme activation. P16066. HEK293 GC-A cells, cGMP TR-FRET, EC30 ANP; 0% at EC30 ANP, 100% saturating ANP. activation, % at 10 µM. 0.14% of 370,000 active; in the data active = activation above about 40%
Target sequence (P16066 whole entry, looked up): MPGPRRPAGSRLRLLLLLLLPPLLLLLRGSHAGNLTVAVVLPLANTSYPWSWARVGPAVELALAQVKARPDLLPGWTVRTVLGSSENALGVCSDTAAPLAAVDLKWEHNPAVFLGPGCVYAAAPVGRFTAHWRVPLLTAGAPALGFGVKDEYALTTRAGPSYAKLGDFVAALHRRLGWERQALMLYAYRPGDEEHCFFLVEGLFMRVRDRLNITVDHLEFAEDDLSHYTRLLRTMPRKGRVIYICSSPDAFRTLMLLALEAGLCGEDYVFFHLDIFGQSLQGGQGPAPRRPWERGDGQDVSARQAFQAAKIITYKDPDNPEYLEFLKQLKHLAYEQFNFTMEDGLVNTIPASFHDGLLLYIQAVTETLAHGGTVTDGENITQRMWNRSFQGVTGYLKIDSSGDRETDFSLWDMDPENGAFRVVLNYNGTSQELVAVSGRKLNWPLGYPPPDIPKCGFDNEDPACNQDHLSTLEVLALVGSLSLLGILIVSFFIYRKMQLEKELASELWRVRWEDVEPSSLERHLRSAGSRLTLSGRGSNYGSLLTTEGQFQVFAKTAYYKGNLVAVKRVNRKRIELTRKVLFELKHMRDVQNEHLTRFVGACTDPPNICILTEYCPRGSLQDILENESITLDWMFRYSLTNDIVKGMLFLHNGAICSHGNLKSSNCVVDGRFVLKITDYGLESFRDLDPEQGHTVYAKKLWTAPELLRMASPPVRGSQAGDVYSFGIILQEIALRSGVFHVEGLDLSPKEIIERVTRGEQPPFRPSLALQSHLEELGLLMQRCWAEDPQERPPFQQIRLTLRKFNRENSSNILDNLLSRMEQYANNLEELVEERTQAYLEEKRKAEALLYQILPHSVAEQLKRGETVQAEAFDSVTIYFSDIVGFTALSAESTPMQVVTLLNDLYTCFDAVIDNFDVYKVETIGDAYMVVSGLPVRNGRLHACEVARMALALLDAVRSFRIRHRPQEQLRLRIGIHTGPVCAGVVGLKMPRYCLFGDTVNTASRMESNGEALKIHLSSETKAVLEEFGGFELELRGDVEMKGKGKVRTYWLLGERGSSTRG
DAX1 inh-1 – inhibitors of DAX1 repression of SF-1 activated StAR promoter; HEK293T StAR-luciferase reporter, SF-1/DAX-1 repression relief; inhibition, % at 6.8 µM; 1.1% of 370,000 active; AID 652010;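 active = inhibition above the mean over all tested compounds plus 3 SD, cut at about 3.6% in these data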;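 note: 0% = DAX-1 cells with DMSO and 100% = cells lacking DAX-1 with DMSO; higher inhibition means more luminescence from relief of DAX-1 repression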
NPR2 activator – GC-B (human) receptor activation; P20594; HEK293-GC-B cells, CNP EC30, cGMP TR-FRET; 0% at EC30 CNP, 100% saturating CNP; activation, % at 10 µM; 0.11% of 370,000 active; AID 1920062;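 active = activation at 10 µM reaching about 35% in either raw or pattern-adjusted values, limit read from the data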
DAX1 inh-2 – inhibitors of human orphan nuclear receptor DAX1 (NR0B1). HEK293 Gal4-DAX1 luciferase reporter, luminescence. 0.99% of 340,000 active. AID 504766. inhibition, % at 6.75 µM;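 active = inhibition above the mean over all tested compounds plus 3 SD, cut at about 4.2% in these data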;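 note: 0% = DAX1-transfected cells with DMSO and 100% = empty-vector control cells with DMSO; inhibition shows as a rise in luminescence from relieved DAX1 repression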
FXN GAA850 act – frataxin GAA850 promoter activation. 0.56% of 360,000 active. HEK293 lucGAA850 FXN promoter luciferase reporter, 24 h; percent of 10 µM SAHA response. activation, % at 6 µM;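 active = activation above the average of all compounds screened plus 3 SD, cutoff fixed separately per campaign, cut at about 7.5% in these data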;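 note: 0% = DMSO wells and 100% = 10 µM SAHA wells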
ssDAF12 agonist – activators of S. stercoralis DAF-12 nuclear receptor; activation, % at 6.8 µM; 1% of 370,000 active; HEK293 ssDAF-12/GRIP1 lit1-tk-luc reporter, luminescence; % of 3 µM dafachronic acid response;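 active = activation above the mean over all tested compounds plus 3 SD, cut at about 0.9% in these data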;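 note: 0% = DMSO-only wells and 100% = 3 µM delta7-dafachronic acid wells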
ADAM10 inh – ADAM10 inhibition, QFRET primary screen. recombinant ADAM10, EDANS/DABCYL FRET peptide cleavage, 3 h. inhibition, % at 7 µM. 0.62% of 370,000 active;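 active = inhibition above a per-campaign cutoff equal to the mean of compounds falling between control-based bounds plus 3 SD, cut at about 20% in these data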;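 note: 0% = DMSO wells while the 100% control is not disclosed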
* marks the source's active call; other numbers are inactive results; i = inactive; . = no result given. Outcome played no part in choosing rows; 6.6% or so of the library scored in one or more.

SMILES	HGIII-sPLA2 inh	hgDAF12 agonist	SMARCA2 act	hcDAF12 agonist	NPR1 activator	DAX1 inh-1	NPR2 activator	DAX1 inh-2	FXN GAA850 act	ssDAF12 agonist	ADAM10 inh
CCc1ccc(-c2cc(C(F)(F)F)n3nc(C(=O)Nc4cnn(Cc5ccccc5C)c4)cc3n2)s1	0	2.2	-3	-0.2	0	0.4	4	-0.4	-0.8	-1.2	-16
COc1ccc(CC(=O)N2CCN(c3ccccc3OC)CC2)cc1	1	-0.5	-3	-1.8	-5	0.0	-10	-0.4	2.4	-0.9	1
O=C(Oc1ccc(/C=N/Nc2nc(N3CCCCC3)nc(N3CCCCC3)n2)cc1)c1ccco1	5	-0.6	0	0.6	-4	-0.6	0	1.7	0.0	-1.8	4
CCC(=O)Nc1ccc(C(=O)COC(=O)C(CCSC)NC(=O)COc2ccccc2)cc1 (centres undefined)	3	0.1	-1	0.4	-1	0.8	-2	2.3	0.7	-0.7	0
CC(C)OC(=O)N(C)C[C@@H]1OCc2ccccc2-c2c(n(C)c3ccccc23)C(=O)N([C@@H](C)CO)C[C@H]1C	3	1.9	-6	0.7	-1	3.0	1	0.7	-1.5	-1.2	-8
CC(=O)c1cccc(NC(=O)/C(=C\c2ccco2)NC(=O)c2ccco2)c1	-1	-0.3	-1	-1.2	-1	4.9*	0	1.3	0.6	-1.3	4
COc1ccc(S(=O)(=O)N(C)CC(=O)Nc2ccccc2C(F)(F)F)cc1	-1	-0.5	3	-2.0	-3	-0.6	3	-0.2	-4.8	-0.5	5
Cn1ncc(S(=O)(=O)Cc2ccccc2)c(Cl)c1=O	0	-1.0	4	-0.6	9	0.1	2	0.0	0.7	-1.4	-6
CCOc1ccccc1N(CC(=O)Nc1ccccc1C(=O)OC)S(C)(=O)=O	6	2.4	0	1.0	-9	1.0	-2	0.5	2.4	-1.3	14
CCCCCC/C=N/Nc1nnc(Cc2ccc(OC)c(OC)c2)c(=O)[nH]1	4	-1.4	-1	1.3	-1	0.6	2	1.1	0.2	-1.6	-4
CCN(C(=O)CN1C(=O)NC2(CCCc3ccccc32)C1=O)c1ccc(F)cc1 (centres undefined)	5	-1.7	-3	-1.4	1	-0.5	1	1.2	0.6	-0.2	-18
CCN1CCN(C(C)CCc2ccccc2)CC1 (centres undefined)	0	1.8	-1	-0.7	3	-0.2	0	-0.1	0.4	-0.9	-7
O=C(CCNS(=O)(=O)c1ccccc1C(F)(F)F)N1CCN(S(=O)(=O)c2cccc(Cl)c2)CC1	-24	-0.1	4	-1.3	-1	0.3	-1	0.8	1.7	-1.4	2
Cc1cc(C(=O)CN2C(=O)NC(CC(C)C)C2=O)c(C)n1C1CC1 (centres undefined)	-5	6.8	2	0.9	6	2.4	-8	0.3	4.8	-0.5	-3
CCOC(=O)c1cnc2nc(SC)nn2c1N	11	1.1	2	-1.6	3	0.2	3	0.8	3.1	-0.4	-4
O=C(CCCOc1cccc(Br)c1)NC1CCC(O)CC1 (centres undefined)	8	2.1	1	-0.9	-1	1.4	1	-0.2	-0.4	-0.6	-9
COC(=O)C1=C(C)N(CCc2ccc(OC)c(OC)c2)C(=O)/C1=C\N(C)C	5	-2.1	-5	-2.0	0	0.1	-3	-0.1	-0.4	-1.1	-5
CCN(C(=O)CSc1nnc2ccccn12)C1CCS(=O)(=O)C1 (centres undefined)	1	0.5	-1	0.5	-1	-0.2	2	2.8	0.3	-1.4	-7
O=C(O)C(Cc1ccccc1)N1C(=O)C=CC1=O (centres undefined)	-1	3.0	5	-0.1	4	0.1	-4	1.4	1.6	-0.8	2
CCC(c1nnnn1-c1ccc2c(c1)OCCO2)N1CCN(c2cc(C)ccc2C)CC1 (centres undefined)	1	1.9	-7	-1.0	-5	3.1	2	.	.	-0.6	4
CCc1nn(-c2cc(Cl)ccc2OC)c2c1C(=O)CCC2	-3	-1.5	0	-3.6	3	-1.1	10	0.8	-2.5	-1.2	-1
CC(=O)Oc1c(-c2ccco2)oc2ccccc2c1=O	-2	-0.8	0	-1.7	4	0.1	1	0.0	1.6	-1.5	-190
CCOC(=O)N1CCC(NC(=O)CCC(=O)c2ccccc2)CC1	1	0.8	-2	0.8	-1	-0.1	3	0.6	-1.5	-1.7	-1
O=C(Nc1c[nH]c(=O)[nH]c1=O)c1ccc([N+](=O)[O-])cc1	5	-1.4	-3	0.5	4	-0.4	0	-0.7	1.2	-1.1	-9
CCOC(=O)c1ccc(Nc2nc(C)cc(=O)[nH]2)cc1	-8	0.0	0	0.5	2	0.4	2	-0.6	1.2	-1.4	-4
Cn1c(CN2CCCCC2)nc2cc(NC(=O)c3ccc(F)cc3)ccc21	-1	-3.4	-3	-3.1	-3	-2.8	6	-1.9	-1.6	-1.8	-13
COc1ccc(C2/C=C\CN(C(=O)c3ccc(C)cc3)CC(=O)N2Cc2ccc(F)cc2)cc1 (centres undefined)	-3	-0.9	0	-1.8	-2	-0.5	-3	0.3	0.0	-0.9	-1
Cc1ccc(NC(=O)CSCC(=O)N(C)CC(=O)Nc2cccc3ccccc23)cc1	-5	1.2	-1	-0.6	-5	0.5	1	1.4	-0.5	-0.6	-15
c1ccc(-c2nnc3ccc(N4CCC5(CC4)OCCO5)nn23)cc1	-1	-3.6	-1	-2.7	-1	-1.2	4	-0.4	5.3	-2.0	-1
COc1ccc(Nc2c(-c3ccc(F)cc3)nc3nc(C)cc(C)n23)cc1	3	7.7	6	0.3	36	0.0	27	.	.	-0.7	-9
CCn1nc(NS(=O)(=O)c2ccc(NC(C)=O)cc2)c2cc3ccc(C)cc3nc21	5	-0.1	3	1.6	1	1.8	2	-0.7	1.5	-0.8	-17
CCc1c(C(=O)OCc2ccccc2)[nH]c(C)c1C	-4	7.4	7	3.0	0	0.6	-3	2.4	5.3	-1.5	8
CC(C)CC(=O)c1c[nH]c(C(=O)NCCCn2ccnc2)c1	2	0.7	-3	-0.1	4	1.4	5	1.8	0.7	-1.6	6
Cc1cccn2c(=O)c3cc(C(=O)NC4CCCC4)c(=N)n(CC4CCCO4)c3nc12 (centres undefined)	5	0.8	-1	2.7	10	-0.2	-5	0.2	1.8	-1.7	i
CC(=O)N=C(N)Sc1nc2ccccc2[nH]1	8	11*	9.7*	5.9*	22	3.4	4	0.6	5.5	0.4	6
Cc1[nH]c(C)c(S(=O)(=O)NCc2ccco2)c1C(=O)N1CCCCC1	-1	1.0	-2	-0.3	5	0.3	2	0.5	0.0	0.1	2
CN(C)C=Nc1ncc2c([nH]c3ccccc32)c1C#N	5	22*	1	-0.9	4	0.5	-2	0.0	-1.8	-1.6	-167
CC(CC(=O)Nc1ccc(Cl)c(S(=O)(=O)N2CCOCC2)c1)c1ccccc1 (centres undefined)	-9	-5.9	-4	-4.1	1	-7.3	-2	-4.4	-4.7	-2.0	-2
COc1ccc(Cl)cc1C(=O)NCc1ccco1	2	3.4	-3	0.6	0	0.9	3	0.0	1.7	-1.6	5
O=C(NC1=NCCS1)c1cccc(S(=O)(=O)N2CCOCC2)c1	-2	-1.7	3	0.5	2	1.1	0	0.3	1.8	-1.1	1
COc1cccc(OC)c1C(=O)Nc1cc(C)on1	1	-2.9	1	-0.8	4	0.1	7	1.3	1.7	-0.6	-3
O=C1OCC2=C1C(c1ccc(F)cc1)c1cc3c(cc1N2)OCO3 (centres undefined)	-4	-4.9	2	-0.4	-2	4.2*	-7	0.1	-1.3	-0.6	-320
Cc1ccc(-c2csc3nc(C(C)C)oc(=O)c23)c(C)c1	5	-0.2	-5	-1.7	8	0.3	-3	-0.9	1.4	-1.2	-8
CCc1c(C)nc2c(-c3ccccc3)c[nH]n2c1=O	24*	-1.1	-4	-1.2	-1	0.0	-4	-0.3	0.5	-0.9	-127
CCOC(=O)Nc1ccc2c(c1)N(C(=O)CN(C)C)c1ccccc1CC2	13	-3.2	-4	-0.9	-4	0.0	-2	0.9	-1.2	-1.4	-13
COc1ccc(CCC(=O)NNC(=O)c2cc(Cl)ccc2OC)cc1OC	3	-2.2	-2	-1.2	-3	-0.4	-3	0.7	-0.7	-1.5	1
COc1ccc(NC(=S)NNC(=O)Cn2nc(C(F)F)cc2C(F)F)cc1	5	1.1	3	-0.1	0	0.6	4	-0.4	-0.6	-1.1	11
Cc1cccc(OC(=O)c2ccc3nccnc3c2)c1	4	0.0	-3	0.9	0	-0.2	-5	1.8	-0.4	-0.4	-8
CN(Cc1ccccc1)S(=O)(=O)c1ccc(Cl)c(C(=O)NCc2ccc3c(c2)OCO3)c1	6	-1.4	-5	-4.3	-2	-0.4	4	-3.0	-3.9	-1.9	-2
O=C1Nc2ccccc2/C1=N\c1sc2c(c1C(=O)Nc1ccccc1)CCCC2	-4	-0.1	-4	3.5	-5	-0.2	-4	0.8	-1.1	-0.3	3

Continued.
SMILES	HGIII-sPLA2 inh	hgDAF12 agonist	SMARCA2 act	hcDAF12 agonist	NPR1 activator	DAX1 inh-1	NPR2 activator	DAX1 inh-2	FXN GAA850 act	ssDAF12 agonist	ADAM10 inh
CCN1C(=O)c2ccccc2Sc2ccc(C(=O)NC(C)C)cc21	1	-0.5	1	-1.1	1	0.2	-4	2.8	2.4	-1.4	1
Cc1ccc([C@@H]2[C@@H]3C(=O)N(C)C(=O)[C@@H]3[C@]3(Cc4ccccc4)C(=O)N(Cc4ccccn4)CC(=O)N23)o1	6	0.8	1	-0.1	1	-0.2	1	-0.2	-0.6	-1.1	-6
Cc1cccc(N(C(=O)CCC(=O)Nc2ccccn2)C(C(=O)NC(C)C)c2ccc(F)cc2)c1 (centres undefined)	-3	0.2	-2	-0.5	-14	0.4	-9	-0.4	0.5	-1.5	2
CCCOc1ccc(C(=O)Nc2cc(S(=O)(=O)N3CCOCC3)ccc2N2CCN(CC)CC2)cc1OC	-14	0.5	0	-1.3	-2	0.0	6	-0.2	2.5	-0.3	-1
CC1CCCC(C)N1CC(O)COCC1COc2ccccc2O1 (centres undefined)	16	-0.9	0	0.1	2	-0.8	1	-0.9	2.1	-1.1	-12
CCOc1ccc(-c2nc(-c3cccnc3)no2)cc1	4	12*	9.3*	4.2	2	4.5*	2	-1.2	1.6	-0.1	-2
Cc1ccc(C)c(NC(=O)COc2coc(CN3CCc4ccccc43)cc2=O)c1	-9	-0.9	-3	-2.6	-2	-3.0	4	-1.3	-1.2	-1.1	-1
CN1CCN(C(=O)c2ccc3c(=O)n(CCc4ccccc4)c(=S)[nH]c3c2)CC1	6	-0.3	-5	-1.5	5	1.1	-3	-0.7	-0.1	-1.0	0
Cc1cc(Cl)ccc1OCCCC(=O)OCC(=O)c1c(N)n(C)c(=O)n(C)c1=O	-6	-2.5	-2	-1.1	9	0.5	2	3.5	-0.2	-0.8	-4
Cc1ccc2nc(N(CCN3CCOCC3)C(=O)CCS(=O)(=O)c3ccccc3)sc2c1	-2	14*	8	0.2	4	5.1*	-7	3.7	7.2	-0.1	0
